From PubChem BioAssay
LYP phosphatase = LYP phosphatase inhibitors, primary screen, biochemical, DiFMUP fluorescence, recombinant catalytic domain, 10 µM (AID 606) | 52,000 tested, under 10 active | recombinant LYP catalytic domain, DiFMUP fluorescence; higher % means a stronger effect | Tyrosine-protein phosphatase non-receptor type 22 (Homo sapiens) | inhibition, % at 10 µM; hits with a dose series show IC50 in µM;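 active = IC50 under 40 µM in the dose-response test; inactive = IC50 of 40 µM or more, or never dose-tested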
HT1080 viability = cytotoxicity in HT1080 fibrosarcoma cells, cell-based, fluorescence readout (AID 620). HT1080 viability, fluorescence; higher % means a stronger effect. cytotoxicity, % at 10 µM, or EC50 in µM where a hit was titrated. 0.42% of 87,000 active;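 also: cells exposed to compound overnight then 4 h with Alamar Blue; 0% = vehicle DMSO and 100% = killing control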
HPDE-C7 viability = cytotoxicity in HPDE-C7 cells, cell-based, fluorescence, HTS (AID 430); HPDE-C7 pancreatic duct cells viability, fluorescence; higher % means a stronger effect; cytotoxicity, % at 10 µM; hits with a dose series show EC50 in µM; 1.8% of 63,000 active;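 also: cells exposed to compound for 48 hours before viability readout; 0% = vehicle and 100% = reference cytotoxic drug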
DPM-DC inhibit = S. pneumoniae DPM-DC inhibitors, primary screen, biochemical, PK/LDH-coupled NADH fluorescence; diphosphomevalonate decarboxylase (Streptococcus pneumoniae D39); purified DPM-DC; 0.49% of 65,000 active; calls only at 10 µM;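 active = the 320 compounds with the highest percent inhibition in the single-dose primary screen, excluding strongly autofluorescent ones, cut at about 32% in these data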;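 also: kinetic rate of NADH fluorescence loss reporting ADP formed by the decarboxylase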
Bfl-1 inhibitors = Bfl-1 inhibitors, primary screen, biochemical, fluorescence polarization, FITC-Bid, mouse (AID 432). Bcl-2-related protein A1 (Mus musculus). FITC-Bid BH3 peptide fluorescence polarization displacement; higher % means a stronger effect. displacement, % at 20 µM, or IC50 in µM where a hit was titrated. 0.02% of 64,000 active; in the data active = a potency from the dose series; inactive = the rest, 99 in 100 with displacement below about 15%; also: strong numbers were not always called active
Spn PMK inh = S. pneumoniae PMK inhibitors, primary screen, biochemical, mevalonate pathway, pilot trial included; purified PMK, PK/LDH-coupled NADH absorbance 340 nm; AID 539, 2006; inhibition, % at 10 µM; 0.49% of 65,000 active; phosphomevalonate kinase (Streptococcus pneumoniae D39);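 active = top-ranked compounds by inhibition in the single 10 µM screen, taking a fixed number of the strongest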;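 also: 0% = full reaction with DMSO carrier and 100% = background rate without enzyme reaction; no value below 0 was filed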
KRASV12 cytotoxicity = cytotoxicity in KRAS-transformed pancreatic duct cells, primary screen, cell-based, fluorescence, HTS (AID 431) | cytotoxicity, % at 10 µM, or EC50 in µM where a hit was titrated | HPDE-C7K KRASV12 cells, Alamar Blue viability, 48 h; higher % means a stronger effect | 1.7% of 63,000 active;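 active = compounds whose percent cytotoxicity in the single-dose primary screen, scaled between solvent and toxic-drug controls, exceeds 50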;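 also: 0% = DMSO solvent wells and 100% = doxorubicin-treated wells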
Alkaline phosphatase = human TNAP enzyme inhibitors, biochemical, luminescent (AID 518); Alkaline phosphatase, tissue-nonspecific isozyme (Homo sapiens); 0.09% of 64,000 active; purified TNAP enzyme, luminescent substrate readout; higher % means a stronger effect; inhibition, % at 20 µM; hits with a dose series show IC50 in µM; in the data active = a potency from the dose series; inactive = the rest, 99 in 100 with inhibition below about 22%;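 also: plate controls were vehicle for no effect and reference inhibitor for full effect; many of its hits are not listed in these tables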
Spn MK inh = S. pneumoniae MK inhibitors, primary screen, biochemical, PK/LDH-coupled NADH absorbance. mevalonate kinase [Streptococcus pneumoniae D39]. purified MK, PK/LDH-coupled NADH absorbance 340 nm. inhibition, % at 10 µM. 0.48% of 65,000 active. AID 555, 2006;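 active = ranked among the strongest by inhibition in the single 10 µM screen, a fixed top-ranked set picked for dose follow-up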; also: no value below 0 was filed
Spn PMK inh pilot replicates = also measured in Spn PMK inh; calls as there; inhibition, %; measured here: pilot screen replicates
Spn MK inh pilot replicates = further read-out of Spn MK inh, marked with its call; inhibition, %; measured here: pilot screen replicates
DPM-DC inhibit pilot screen % = recorded beside DPM-DC inhibit, whose call it bears; inhibition, %; measured here: pilot screen trials
* marks the source's active call; other numbers are inactive results; i = inactive; · = no result given. Rule as the data show it, unless noted: active = cytotoxicity above about 50%; inactive = the rest. Compounds as they come; overall some 3.3% were active at least once.

Structure,Spn PMK inh pilot replicates,Bfl-1 inhibitors,DPM-DC inhibit,KRASV12 cytotoxicity,DPM-DC inhibit pilot screen %,HPDE-C7 viability,HT1080 viability,Spn MK inh pilot replicates,Alkaline phosphatase,Spn PMK inh,Spn MK inh,LYP phosphatase
COc1ccc(C2C(C(=O)O)CC(=O)N2c2ccc(OC)cc2)cc1 (stereo not drawn),·,-6.4%,i,-13.3%,·,-15.4%,4.4%,·,0.1%,3.0,0.0,-9.9%
CCC(=O)N(Cc1ccc2c(c1)OCO2)Cc1cc2cc(OC)ccc2[nH]c1=O,·,-5.8%,i,0.4%,·,-4.8%,1.6%,·,13.0%,18.0,17.0,·
CCOC(=O)C1=C(N)c2ccccc2CC1C(C)C (stereo not drawn),3.0,-5.6%,i,·,0.0,·,-0.4%,2.0,15.4%,0.0,1.0,9.0%
CNC(=O)c1nnn(Cc2ccccc2)c1NC(C)=O,0.0,3.6%,i,-2.3%,0.0,-12.6%,24.7%,0.0,15.1%,9.0,0.0,·
O=C(CSc1ncnc2ccccc12)NCCCO,0.0,-9.9%,i,-5.3%,1.0,-0.8%,-1.1%,0.0,17.4%,2.0,0.0,4.5%
O=C(CN1CCN(C(c2ccccc2)c2ccccc2)CC1)N1CCOCC1,·,-4.6%,i,-11.4%,·,-9.0%,0.4%,·,5.3%,10.0,28.0,·
COc1ccc2c(c1)OCC1=C2CCC2(C)C(=O)CC=C12 (stereo not drawn),·,5.6%,·,3.7%,·,-4.1%,-0.3%,·,9.4%,7.0,6.0,11.2%
CCOC(=O)c1[nH]c2ccc(OC)cc2c1NC(=O)CN1CCSCC1,·,0.2%,·,9.7%,·,-15.4%,2.3%,·,5.4%,14.0,10.0,·
CN1CC=C2C(C#N)=C(N)C(C#N)(C#N)C(Cc3ccccc3)C2C1 (stereo not drawn),0.5,27.8%,i,-0.9%,4.0,-7.3%,0.4%,0.0,14.7%,4.0,0.0,-2.1%
CCOc1ccc(S(=O)(=O)N2CCCCC2)c2ccccc12,·,2.1%,i,21.3%,·,25.8%,3.0%,·,9.5%,5.0,8.0,·
OC1CCCN(Cc2ccc3c(c2)Cc2ccccc2-3)C1 (stereo not drawn),·,-8.8%,i,32.2%,·,-0.6%,-0.4%,·,13.5%,33.0*,9.0,4.6%
COC(=O)CS(=O)(=O)c1nnc([C@H](Cc2ccccc2)NC(=O)OC(C)(C)C)o1,1.5,25.8%,i,11.3%,1.5,-7.1%,34.0%,0.0,16.6%,10.0,3.0,-8.7%
O=C(CN1C(=O)NC2(CCOc3ccccc32)C1=O)Nc1ccc2c(c1)OCCO2 (stereo not drawn),·,-5.2%,i,-4.5%,·,-1.5%,-5.4%,·,11.3%,7.0,0.0,-4.0%
O=C(C1CCN(S(=O)(=O)c2cccnc2)CC1)N1CCN(c2ccc(Cl)cc2)CC1,0.0,-6.1%,i,-4.8%,2.5,-5.6%,1.4%,3.5,9.2%,6.0,8.0,7.2%
COc1ccc(CNC(=O)C(C)NC(=O)c2cc3ccccc3o2)cc1 (stereo not drawn),·,-3.9%,i,1.4%,·,-13.5%,2.9%,·,·,10.0,18.0,-0.1%

The listing continues:
Structure,Spn PMK inh pilot replicates,Bfl-1 inhibitors,DPM-DC inhibit,KRASV12 cytotoxicity,DPM-DC inhibit pilot screen %,HPDE-C7 viability,HT1080 viability,Spn MK inh pilot replicates,Alkaline phosphatase,Spn PMK inh,Spn MK inh,LYP phosphatase
O=C1c2ccccc2C(=O)N1C/C=C/c1ccccc1,2.0,-4.1%,i,6.4%,5.0,-13.2%,1.8%,4.5,7.0%,5.0,9.0,1.8%
Cc1c(-c2ccccc2)[n+](=O)c(-c2ccco2)c(C)n1[O-],·,-0.8%,i,-3.8%,·,1.3%,·,·,4.3%,4.0,17.0,-1.8%
CCOc1cccc(C(=O)Nc2nc(-c3ccc(S(=O)(=O)N4CCOCC4)cc3)cs2)c1,·,-2.8%,i,2.0%,·,4.9%,-2.2%,·,6.1%,9.0,4.0,8.5%
CCc1ccc2oc(-c3ccc(N)cc3)nc2c1,·,-0.1%,·,9.7%,·,10.9%,6.5%,·,7.6%,0.0,23.0,2.5%
NC1=NC2(CCN(Cc3ccccc3)CC2)n2c(nc3ccccc32)N1,·,-5.3%,i,1.0%,·,0.8%,4.3%,·,-30.5%,8.0,6.0,7.2%
CCCn1c(SCc2ccccc2)nc2c1c(=O)[nH]c(=O)n2C,·,-9.7%,i,6.9%,·,13.3%,-4.3%,·,11.2%,3.0,8.0,-9.8%
CCOC(=O)C1=C(O)CSC1=Nc1ccccc1,·,-4.8%,i,0.0%,·,4.6%,3.9%,·,-2.2%,0.0,0.0,-7.6%
Nn1c(Cc2ccccc2F)nnc1SCC(=O)N1CC(=O)Nc2ccccc21,0.0,1.5%,i,1.0%,0.0,-3.4%,11.5%,0.0,13.6%,0.0,2.0,10.3%
CS(=O)(=O)N(CC(=O)Nc1ccc2c(c1)OCCO2)Cc1ccc(Cl)cc1,·,-1.2%,i,-5.1%,·,-7.8%,6.5%,·,4.4%,10.0,10.0,10.5%
Cc1cc(-n2nnc3ccccc32)nc2ccccc12,·,8.6%,i,-6.0%,·,7.5%,-16.6%,·,11.2%,3.0,5.0,11.7%
C=CCn1c(=O)c2c(C)c(C)sc2n2c(Nc3ccc(OC)cc3)nnc12,·,3.1%,i,13.7%,·,-2.6%,2.1%,·,6.0%,0.0,12.0,6.1%
CCOc1cc(/C=N/O)cc(Br)c1OC,·,11.1%,i,6.7%,·,-5.0%,7.3%,·,11.5%,2.0,8.0,-0.8%
COc1ccc(/C(O)=C2/C(=O)C(=O)N(CCCN(C)C)C2c2ccco2)cc1Cl (stereo not drawn),1.0,-6.5%,i,-10.2%,2.5,2.3%,18.8%,0.0,16.5%,3.0,0.0,17.0%
CCOC(=O)CSc1nnc(-c2ccc(NS(=O)(=O)c3ccc(C)cc3)cc2)o1,1.5,-2.8%,i,8.9%,2.0,-3.0%,-3.4%,0.0,15.5%,1.0,6.0,-16.1%
COc1ccc(-c2cc(C(F)(F)F)nc(N3CCCCC3)n2)cc1OC,·,0.4%,i,-2.6%,·,-20.9%,-11.4%,·,9.6%,0.0,4.0,4.9%

Next structures:
Structure,Spn PMK inh pilot replicates,Bfl-1 inhibitors,DPM-DC inhibit,KRASV12 cytotoxicity,DPM-DC inhibit pilot screen %,HPDE-C7 viability,HT1080 viability,Spn MK inh pilot replicates,Alkaline phosphatase,Spn PMK inh,Spn MK inh,LYP phosphatase
CCCCCC(=O)N1CC2(C)CN(C(=O)CCCCC)CC(C)(C1)C2=O,2.0,-3.5%,i,-8.1%,0.5,0.4%,0.8%,1.0,12.4%,4.0,0.0,·
Nc1ccn([C@@H]2O[C@H](CO)[C@@H](O)[C@@H]2O)c(=O)n1,·,·,i,·,·,·,6.7%,·,·,0.0,1.0,18.1%
CCCCOCCCNC(=O)CN1C(=O)c2ccccc2C1=O,·,6.8%,i,1.6%,·,-4.7%,·,·,3.2%,2.0,8.0,9.9%
CC1CN=C(NC2CCCCC2C)S1 (stereo not drawn),·,-7.5%,i,-10.2%,·,-1.7%,5.6%,·,7.6%,9.0,7.0,-3.7%
CCc1c(C)c2ccc(OCC(=O)N(C)C)c(C)c2oc1=O,·,-6.4%,·,0.4%,·,-3.0%,-6.7%,·,-6.0%,6.0,13.0,13.4%
COCCn1c(SCC(=O)NCc2ccc3c(c2)OCO3)nnc1-c1c[nH]c2ccccc12,·,-5.6%,i,-2.6%,·,-2.9%,8.8%,·,1.6%,3.0,3.0,-4.2%
CC(=O)c1c(C)[nH]c(C(=O)Nc2cccnc2)c1C,·,0.6%,i,-0.7%,·,6.6%,-3.6%,·,5.7%,11.0,4.0,5.7%
Cc1nn(C)c(C)c1S(=O)(=O)N1CCC(C(=O)NCC2COc3ccccc3O2)CC1 (stereo not drawn),·,2.4%,i,1.2%,·,-3.5%,-9.6%,·,4.4%,1.0,5.0,8.0%
O=C(NCCc1ccccn1)c1ccc(COc2ccccc2)o1,0.5,0.7%,i,4.7%,0.5,-5.5%,0.6%,0.0,1.6%,12.0,2.0,-1.2%
O=C(CSc1nc2ccccc2o1)NCc1ccco1,·,0.9%,i,-4.1%,·,-6.1%,2.7%,·,13.6%,5.0,3.0,12.3%
CC1CCN(C(=O)CSc2nnc(Cc3ccccc3)o2)CC1,·,-1.7%,i,4.9%,·,7.3%,7.0%,·,9.2%,0.0,7.0,7.5%
CC1=C(C(=O)NC2CCCCC2C)C2(CCC(C)CC2)OC1=O (stereo not drawn),·,1.4%,i,-0.3%,·,-5.1%,-3.1%,·,4.6%,2.0,12.0,15.7%
COc1ccc(C(=O)Nc2cccc(-c3nc4ncccc4o3)c2C)cc1OC,0.0,-0.3%,i,-23.3%,2.5,-3.5%,-2.8%,2.0,8.6%,13.0,3.0,·
COC(=O)CCSCc1cn2cc(Cl)ccc2n1,1.5,-1.9%,i,-3.1%,1.5,-3.9%,14.0%,0.0,14.4%,14.0,0.0,16.2%

Entries of single compounds as entered above:
O=C(CSc1nc2ccccc2o1)NCc1ccco1 across the screens: Spn PMK inh pilot replicates: ·; Bfl-1 inhibitors: 0.9%; DPM-DC inhibit: i; KRASV12 cytotoxicity: -4.1%; DPM-DC inhibit pilot screen %: ·; HPDE-C7 viability: -6.1%; HT1080 viability: 2.7%; Spn MK inh pilot replicates: ·; Alkaline phosphatase: 13.6%; Spn PMK inh: 5.0; Spn MK inh: 3.0; LYP phosphatase: 12.3%
Cc1nn(C)c(C)c1S(=O)(=O)N1CCC(C(=O)NCC2COc3ccccc3O2)CC1 (stereo not drawn) across the screens: Spn PMK inh pilot replicates: ·; Bfl-1 inhibitors: 2.4%; DPM-DC inhibit: i; KRASV12 cytotoxicity: 1.2%; DPM-DC inhibit pilot screen %: ·; HPDE-C7 viability: -3.5%; HT1080 viability: -9.6%; Spn MK inh pilot replicates: ·; Alkaline phosphatase: 4.4%; Spn PMK inh: 1.0; Spn MK inh: 5.0; LYP phosphatase: 8.0%
